# Compound activity (PubChem)
# All columns: NCI-60 one-dose screen, growth in % after 48 h at 10 µM unless noted; 100 = growth as untreated, 0 = no growth, -100 = all killed.
# NCI/ADR-RES – NCI/ADR-RES ovarian cells; 81,000 compounds, 4.4% hits
# OVCAR-5 – OVCAR-5 ovarian cancer; 82,000 compounds, 2.9% hits
# SK-OV-3 – SK-OV-3 ovarian cancer cells; AID 1794785; 80,000 compounds, 3.2% hits
# SN12C – SN12C renal cancer cells; 81,000 compounds, 3.8% hits; AID 1794767
# NCI-H23 – NCI-H23 lung cancer | 80,000 compounds, 4% hits | AID 1794731
# OVCAR-4 – OVCAR-4 ovarian cancer cells; 80,000 compounds, 3.7% hits
# NCI-H226 – NCI-H226 lung cancer; 79,000 compounds, 3.5% hits; AID 1794732
# OVCAR-3 – OVCAR-3 ovarian cancer; 79,000 compounds, 7% hits; AID 1794787
# IGROV1 – IGROV1 ovarian cancer; 79,000 compounds, 4.7% hits
# Numbers without * were called inactive; x = no result given; & = joins results of further samples. How the source made its calls: active means growth percent below 10; inactive means the rest. Rows are unselected (roughly 9.4% active in at least one column).
SMILES,NCI/ADR-RES,OVCAR-5,SK-OV-3,SN12C,NCI-H23,OVCAR-4,NCI-H226,OVCAR-3,IGROV1
Cc1ncc(C[n+]2csc(CCO)c2C)c(N)n1,102,104,104,104,103,115,113,134,114
CCOC(=O)CC1CSC(Nc2ccc(C)cc2)=N1 (stereo not given),105,101,95,102,107,99,109,107,104
O=C(Oc1cccnc1)c1ccsc1Nc1ccnc(C(F)(F)F)c1,60,102,88,55,35,60,99,100,36
O=C(O)CN1C(=O)/C(=C/c2cc3cc4c(cc3nc2Cl)OCCO4)SC1=S,101,110,126,96,102,98,97,120,107
O=C(O)C=C(c1ccccc1)c1ccccc1,108,97,113,101,100,112,94,93,121
O=C(Nc1cccc(F)c1)C1=NCCCCN1,104,94,106,96,100,101,97,103,99
CCC(=O)Oc1ccc(C(C)(C)C)cc1,111,101,115,98,103,108,94,113,114
Nc1cc(=O)n(Cc2ccccc2)c(N)c1C(=O)NCc1ccccc1,105,99,109,96,115,95,98,119,108
O=[N+]([O-])c1ccc2c(c1)sc1nc(-c3c[nH]c4ccccc34)c(Nc3ccc(Br)cc3)n12,99,110,89,99,87,96,90,99,96
O=Cc1ccc(COC2CCC(=O)N2)o1 (stereo not given),105,103,116,101,107,100,101,108,110

# Of the compounds above, these contain a COOH group.
SMILES,NCI/ADR-RES,OVCAR-5,SK-OV-3,SN12C,NCI-H23,OVCAR-4,NCI-H226,OVCAR-3,IGROV1
O=C(O)CN1C(=O)/C(=C/c2cc3cc4c(cc3nc2Cl)OCCO4)SC1=S,101,110,126,96,102,98,97,120,107
O=C(O)C=C(c1ccccc1)c1ccccc1,108,97,113,101,100,112,94,93,121

# Carrying on.
SMILES,NCI/ADR-RES,OVCAR-5,SK-OV-3,SN12C,NCI-H23,OVCAR-4,NCI-H226,OVCAR-3,IGROV1
CC(C)N1C(=O)c2ccccc2C(n2c(-c3ccnc(Cl)c3)nc3ccccc32)C1=O (stereo not given),99,97,91,94,96,96,103,96,91
O=C(O)CCCN1C(=O)/C(=C/c2ccc(O)c(O)c2)SC1=S,99,104,120,99,x,103,108,109,103
COc1cc(-c2nnc(COc3ccc(Cl)cc3Cl)o2)ccc1O,104,116,104,97,93,96,96,98,106
Oc1ccc(Nc2ncnc3c2sc2ncccc23)cc1,16,65,30,17,11,84,43,56,52
CC/C(=C(\c1ccc(OCCN2CCCCCC2)cc1)c1ccc(OC(=O)Cc2ccccc2)cc1)c1ccccc1,98,101,92,99,99,118,94,105,102
CC(=O)c1cc2c(o1)C(=O)c1ccccc1C2=O,-13*,-86*,x,-81*,-33*,-97*,-59*,-86*,-67*
FC(F)(F)c1ccc(-c2nc(-c3cc(-c4ccco4)nc(-c4ccco4)c3)cc3c2[nH]c2ccccc23)cc1,99,103,122,62,87,87,104,107,86
Cc1[nH]nc2cccc(-c3ccc4[nH]c(=O)nc(-c5ccccc5)c4c3)c12,104,103,100,90,100,100,80,96,106
Cc1ccc(C(C)C)c(OC(=O)Nc2ccc(Br)cc2)c1,99,84,97,97,96,x,97,107,99
Nc1ccc(SCC(=O)O)cc1,92,96,101,95,95,104,94,100,107
Nc1nc2cc(Cl)c(Cl)cc2n2cc3ccccc3c12,83,113,97,62,81,90,96,80,94
C/C=C1/CN2CC[C@H]1C(=O)c1[nH]c3ccccc3c1C2,102,109,106,105,100,98,95,97,109
C=C(C)[C@@H]1CC[C@]2(C(=O)O)CC[C@]3(C)[C@H](CC[C@@H]4[C@@]5(C)Cc6cc(Cc7ccc(Br)cc7)oc6C(C)(C)[C@@H]5CC[C@]43C)[C@@H]12,101,111,97,96,100,97,98,92,104
CCCCN(Cc1ccccc1)Cc1ccc(N(CC)CC)cc1,93,99,89,99,95,81,95,110,104
CC12CCC(C)(O1)C1C(=O)N(c3nccs3)C(=O)C12 (stereo not given),109&113,99&108,103&104,101&99,104&100,106&104,98&93,95&123,110&109
N#Cc1c(-c2ccccc2Cl)cc(-c2ccc3ccccc3c2)[nH]c1=O,13,44,52,0.8*,39,-46*,-24*,-7.5*,48
CCOC(=O)Nc1ccc2c(c1)C(=O)c1ccccc1C2=O,98,109,97,105,91,101,93,103,101
CCOc1ccc(-c2cnnn2-c2nonc2-n2cccc2)cc1,-5.4*,41,-1.8*,40,17,40,x,-37*,37
Cc1ccc(SCCC(=O)O)cc1,105,101,100,110,106,x,98,116,119
CCCCCCCCN(CCCCCCCC)C(=O)CCl,95,120,109,94,71,97,97,108,-18*
Cn1cc(-c2cc(N)n3nc(-c4c[nH]c5ccc(F)cc45)cc3n2)c2cccnc21,-45*,-81*,-56*,-81*,-68*,-30*,-68*,-76*,-71*
Cc1oc2nc[nH]c(=O)c2c1C(=O)/C=C/c1ccc(Cl)cc1,10,35,x,25,40,30,94,4.3*,39
Cn1c(N)c(C(=O)CC#N)c(=O)n(C)c1=O,102,106,101,100,101,104,100,111,99
COC(=O)c1cccc2c([N+](=O)[O-])c(NC(C)=O)cc(C(=O)OC)c12,95&102,106&113,105&106,93&103,96&102,100&99,93&100,123&108,106&114
Cc1sc(C(NC(=O)OCCn2c([N+](=O)[O-])cnc2C)C(F)(F)Cl)nc1-c1ccc(OC(F)(F)F)cc1 (stereo not given),-79*,-96*,-85*,x,-92*,-38*,-65*,-60*,-81*
CCOC(=O)c1cc(OCC)nc(SC)n1,100,105,107,108,98,117,103,101,103
O=C(CN1C(=O)NC2NC(=O)NC21)N/N=C/c1ccc([N+](=O)[O-])cc1 (stereo not given),103,102,106,98,100,95,91,101,103
O=c1nc(Nc2ccc(Cl)cc2O)sc2ccccc12,53,95,91,79,75,51,80,78,76
O=C(O)c1ccccc1NC1=C(I)C(=O)c2ncccc2C1=O,88,109,87,97,88,86,87,86,85
O=C1/C(=C/c2ccc([N+](=O)[O-])cc2)Oc2ccc(O)c(-c3ccccc3)c21,92,88,x,89,89,86,x,100,76
CC(C)CCc1nc2ccc(NCc3ccc(Cl)cc3)cc2[nH]1,82,93,100,77,90,83,81,90,79
Clc1cc(Cl)c2ccc3c(Cl)cc(Cl)c4ccc1c2c43,91,97,x,105,88,x,98,113,106
COc1ccc(N=Nc2sc(-n3[nH]c(=O)ccc3=O)nc2C)cc1,96,90,95,93,93,100,97,100,82
O=[N+]([O-])c1cccnc1Oc1cc(Cl)c(Cl)cc1Cl,106,98,104,101,100,110,90,106,122
CCCCCCCCCCCCCCCc1cc(O)ccc1S(=O)(=O)O,105,106,105,100,103,108,99,105,103
Cc1ccc(-c2nn(-c3ccc(S(N)(=O)=O)cc3)c(=O)c3ccccc23)c(C)c1,99,98,100,101,102,102,97,100,106
NCCCNc1nc(-c2ccccn2)nc2sc3c(c12)CCCCC3,74,95,113,93,88,101,90,96,86
CCOC(=O)c1cc(-c2ccccc2)nc2c(O)cccc12,80,106,108,81,89,85,106,84,79
COc1cccc(C2C(Cl)C(=O)N2n2cnnc2)c1 (stereo not given),101,87,82,99,97,100,98,98,90
COc1cc(-c2nnc(-c3nc(-c4cc(OC)c(OC)c(OC)c4)n4ccccc34)o2)cc(OC)c1OC,69,108,105,77,77,100,80,82,89
Nc1ccncc1N,99&90,102&115,103&92,111&109,97&93,110&106,105&91,104&109,132&105
CCN(CC)CC(O)CNCC(C)C (stereo not given),113,114,113,105,109,112,106,127,114
Nc1ccc(S(=O)(=O)Nc2ncccn2)cc1,105,x,x,x,x,x,x,x,x
CCOc1nc(-c2ccccc2)cc2c(O)c(C(=O)N/N=C/c3ccc(O)cc3O)[nH]c(=O)c12,-40*,44,42,39,3.3*,39,26,31,16
CN(CCC(=O)c1ccccc1)CCC(=O)c1ccccc1,87,96,100,83,91,103,97,113,95
COc1cc(-c2cc(-c3cccs3)c(C#N)c(N3CCOCC3)n2)cc(OC)c1OC,58,96,141,78,101,86,111,149,74
O=C(c1ccc(F)cc1)c1cc2ccccc2o1,100,100,94,98,100,107,93,x,101
O=C(O)C(/C=C/c1ccco1)=N\Nc1nc(-c2ccc(Cl)cc2)cs1,12,99,71,87,58,43,84,-4.3*,-10*
Cc1cc(C)cc(NS(=O)(=O)CCCS(=O)(=O)Nc2cc(C)cc(C)c2)c1,73,92,102,89,89,85,87,98,55
COC(=O)[C@]12CC[C@@H](C)[C@H](C)[C@@H]1C1=CC[C@@H]3[C@@]4(C)C(C=O)=C[C@@](C)(COC(=O)c5ccco5)C4=CC[C@@]3(C)[C@]1(C)CC2,24,8.5*,28,17,8.2*,19,19,-93*,27

# New compounds follow.
SMILES,NCI/ADR-RES,OVCAR-5,SK-OV-3,SN12C,NCI-H23,OVCAR-4,NCI-H226,OVCAR-3,IGROV1
O=C1NN=CN2c3ccc(Br)cc3CC(O)CC12 (stereo not given),108,111,89,97,103,113,92,108,98
CC1=C(C)C(=O)C(Nc2cccc(C(=O)OC(C)(C)C)c2)=C(Br)C1=O,95,100,93,86,86,89,86,78,87
N#Cc1c(-c2ccc(F)cc2)nc(N/N=C/c2cccc(O)c2)nc1N1CCOCC1,73,108,94,97,100,80,100,79,61
Cc1c2ccncc2c(C)c2c1c1ccccc1n2CCCCCC(=O)O,80,109,96,94,85,94,76,93,77
CCCC(=O)Nc1ccc(C)cc1,103,124,113,104,99,104,97,113,112
c1ccc2c(c1)CN(CCCN1CCOCC1)C2,99,99,102,97,100,102,96,x,101
Cc1ccc(/C=C/C(=O)c2cccc(NC(=O)CSc3nc4ccccc4c(=O)n3-c3ccccc3)c2)cc1,91,101,107,96,93,87,88,x,84
COc1ccc(-c2cc(-c3cn(-c4ccccc4)nc3-c3ccc(OCc4ccccc4)cc3)on2)cc1,75,102,97,29,90,83,77,90,82
O=C(N/N=C/c1cc2ccccc2n2nnnc12)Nc1ccc2ccccc2c1,94,110,111,99,98,107,103,110,107
O=C(NNC(=O)c1ccncc1)Nc1ccc([N+](=O)[O-])cc1,96,108,104,114,95,108,115,103,120

# Record cards, from the list above:
# c1ccc2c(c1)CN(CCCN1CCOCC1)C2 across the screens: NCI/ADR-RES = 99; OVCAR-5 = 99; SK-OV-3 = 102; SN12C = 97; NCI-H23 = 100; OVCAR-4 = 102; NCI-H226 = 96; OVCAR-3 = x; IGROV1 = 101
# O=C(N/N=C/c1cc2ccccc2n2nnnc12)Nc1ccc2ccccc2c1 across the screens: NCI/ADR-RES = 94; OVCAR-5 = 110; SK-OV-3 = 111; SN12C = 99; NCI-H23 = 98; OVCAR-4 = 107; NCI-H226 = 103; OVCAR-3 = 110; IGROV1 = 107
# N#Cc1c(-c2ccc(F)cc2)nc(N/N=C/c2cccc(O)c2)nc1N1CCOCC1 across the screens: NCI/ADR-RES = 73; OVCAR-5 = 108; SK-OV-3 = 94; SN12C = 97; NCI-H23 = 100; OVCAR-4 = 80; NCI-H226 = 100; OVCAR-3 = 79; IGROV1 = 61

# (listing goes on)
SMILES,NCI/ADR-RES,OVCAR-5,SK-OV-3,SN12C,NCI-H23,OVCAR-4,NCI-H226,OVCAR-3,IGROV1
CCC(CC)COC(=O)c1ccccc1Cl,108,115,x,102,93,105,93,103,103
CS(=O)(=O)c1ccc(C(=O)N/N=C/c2ccccc2O)cc1,30,65,40,59,55,44,55,23,41
CCN(CC)CCSSCCN(CC)CC,94,109,105,106,105,107,104,106,107
COc1cc(/C=C/C(=O)c2ccc(NC(=O)CSc3nc4c([nH]3)c(=O)n(C)c(=O)n4C)cc2)cc(OC)c1OC,103,104,113,87,87,86,79,56,79
CCCCN(CCCC)C(C)C(O)c1ccc2c3c(cccc13)CC2 (stereo not given),103,103,107,100,89,91,93,103,71
COc1ccc(C2CC(c3ccc4c(c3)OCO4)=NN2C=O)cc1 (stereo not given),103,110,108,106,100,93,88,128,127
S=c1cn[nH]c2ccccc12,93,106,101,102,95,107,106,105,103
Cc1ccccc1NC(=S)Nc1ccccc1,95,93,100,92,97,109,102,86,91
N=C(N)SC1c2cc(Cl)ccc2-c2c(Cl)cc(Cl)cc21 (stereo not given),110,97,96,99,98,77,87,113,95
CN(C)c1ccc(C(=O)C(O)c2ccccc2Cl)cc1 (stereo not given),97,100,96,86,85,75,85,93,86
N#CC1=C(N)Oc2cc(O)ccc2C1c1ccc(Cl)cc1 (stereo not given),102,91,90,100,100,97,95,87,97
Cc1ccc(C(=O)c2ccc(CC(=O)N/N=C/c3ccccc3O)n2C)cc1,69,92,90,90,83,60,97,80,81
O=C(COc1ccc(/C=C2\CSc3ccccc3C2=O)cc1)Nc1nccs1,80,93,127,95,61,104,98,87,-52*
CCCC(=O)NNc1nccc(Nc2ccc(S(=O)(=O)Nc3ccccn3)cc2)n1,102,98,97,107,99,100,104,108,105
CCCCCCCCCCC1CC(=O)OC1=O (stereo not given),104,103,105,101,103,99,97,107,99
Cc1cc(Cc2cc(C)c(O)c(CO)c2)cc(CO)c1O,115,115,103,97,118,118,44,117,99
COc1ccc2c(c1)CC[C@@H]1[C@@H]2CC[C@]2(C)C3C(=CC(COC(C)=O)C4C(=O)N(c5ccc(Cl)cc5)C(=O)C43)C[C@@H]12 (stereo not given in full),102,78,125,101,92,101,97,110,119
CCOC(=O)c1c(C)c[nH]c1C,116,109,114,104,116,122,109,123,120
Nc1ccc(-c2cn3c(n2)SCC3)cc1,102,88,107,94,90,95,93,101,101

# Five entries picked at random from the list so far:
SMILES,NCI/ADR-RES,OVCAR-5,SK-OV-3,SN12C,NCI-H23,OVCAR-4,NCI-H226,OVCAR-3,IGROV1
Cc1cc(Cc2cc(C)c(O)c(CO)c2)cc(CO)c1O,115,115,103,97,118,118,44,117,99
CCOC(=O)c1c(C)c[nH]c1C,116,109,114,104,116,122,109,123,120
COc1ccc2c(c1)CC[C@@H]1[C@@H]2CC[C@]2(C)C3C(=CC(COC(C)=O)C4C(=O)N(c5ccc(Cl)cc5)C(=O)C43)C[C@@H]12 (stereo not given in full),102,78,125,101,92,101,97,110,119
Nc1ccc(-c2cn3c(n2)SCC3)cc1,102,88,107,94,90,95,93,101,101
CCCC(=O)NNc1nccc(Nc2ccc(S(=O)(=O)Nc3ccccn3)cc2)n1,102,98,97,107,99,100,104,108,105
